Source: PubChem BioAssay
PhoP inhibition = inhibitors of PhoP regulon expression, primary screen, Salmonella Typhimurium, GFP reporter (AID 1863) | S. Typhimurium PhoP-regulated promoter GFP reporter, 4 h; higher % means a stronger effect | inhibition, % at 50 µM, or IC50 in µM where a hit was titrated | 300,000 tested, 0.16% active;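 active means inhibition over 29.93%, a cutoff 3 SD above the screen mean, later confirmed by dose response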;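 further: 0% = low Mg2+ inducing control and 100% = high Mg2+ repressing control; strong numbers were not always called active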
West Nile virus CPE = West Nile virus antiviral activity, cell-based, CPE readout (AID 1621); 290,000 tested, 0.02% active; one-dose CPE inhibition, % at 10 µM; IC50 in µM for titrated hits; West Nile virus-infected cells, CPE inhibition; higher % means a stronger effect; in the data active means a potency from the dose series; further: strong numbers were not always called active
Siah-1 displacement = Siah-1 peptide-binding antagonists, primary screen, biochemical, fluorescence polarization, rhodamine-plectin, uHTS (AID 1817); Siah-1 / rhodamine-plectin peptide fluorescence polarization; higher % means a stronger effect; 290,000 tested, 0.02% active; displacement, % at 20 µM, or IC50 in µM where a hit was titrated;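 active means displacement of at least 50% at 20 µM, with a fluorescence ratio check between 0.3 and a set limit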;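 further: plate controls were Siah plus tracer with DMSO for no effect and tracer alone without Siah for full effect; strong numbers were not always called active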
* hit, by the source's call. An excerpt. The share of hits here may be higher or lower than overall.

Sample of the layout:
no.	smiles	PhoP inhibition	West Nile virus CPE	Siah-1 displacement
1	Cc1ccc(-n2nc3ccc(N)cc3n2)c(C)c1	3%	0.7%	1%
2	COC(=O)c1cn(C(=O)c2cc(OC)c(OC)c(OC)c2)c2ccccc12	-2%	0.7%	-1%
3	Cc1cc(Cl)ccc1OCC(=O)NNC(=O)c1ccco1	-5%	0.3%	-2%
4	COc1ccc(CCNC(=O)C(=O)NCC2OCCN2C(=O)c2ccc(Cl)cc2)cc1 (stereo not given)	5%	0.2%	-4%
5	Cc1ccc(C(=O)N2CCN(S(=O)(=O)N3CCCCCC3)CC2)cc1	13%	-0.3%	0%

This part in full, from the start:
no.	smiles	PhoP inhibition	West Nile virus CPE	Siah-1 displacement
1	Cc1ccc(-n2nc3ccc(N)cc3n2)c(C)c1	3%	0.7%	1%
2	COC(=O)c1cn(C(=O)c2cc(OC)c(OC)c(OC)c2)c2ccccc12	-2%	0.7%	-1%
3	Cc1cc(Cl)ccc1OCC(=O)NNC(=O)c1ccco1	-5%	0.3%	-2%
4	COc1ccc(CCNC(=O)C(=O)NCC2OCCN2C(=O)c2ccc(Cl)cc2)cc1 (stereo not given)	5%	0.2%	-4%
5	Cc1ccc(C(=O)N2CCN(S(=O)(=O)N3CCCCCC3)CC2)cc1	13%	-0.3%	0%
6	Cc1cccc2sc(NC(=O)CN3C(=O)NC4(CCCC4)C3=O)nc12	-4%	-1.1%	-6%
7	CC1CCCCN1CC(=O)c1c[nH]c2ccccc12 (stereo not given)	6%	0.7%	2%
8	Cc1ccc(S(=O)(=O)N2CCN(C(=O)N3CCOCC3)CC2)cc1C	4%	0.8%	1%
9	Cc1ccc(S(=O)(=O)Nc2cccc(C(=O)N3CCOCC3)c2)cc1	-3%	-0.4%	-4%
10	CCOC(=O)c1ccc2[nH]c3c(c2c1)CCCC3NC=O (stereo not given)	10%	-0.5%	-2%
11	CCOC(=O)c1ccc(CN2C(=O)c3ccccc3S2(=O)=O)cc1	0%	-0.6%	6%
12	CCNC(=S)N(CCc1c(C)[nH]c2ccccc12)Cc1cccnc1	-4%	0.4%	-5%
13	CC(=O)c1cccc(NC(=O)c2ccc(NC(=O)CC3SC(N4CCCCC4)=NC3=O)cc2)c1 (stereo not given)	2%	-0.1%	-3%
14	COCCNC(=O)c1ccc(S(=O)(=O)N2CCCc3ccccc32)cc1	0%	-0.1%	12%
15	Cc1ccc(S(=O)(=O)c2cn(C)c3cc(N4CCN(C)CC4)c(F)cc3c2=O)c(C)c1	1%	2.8%	-1%
16	Cc1cc(C(=O)N/N=C/C=C/c2ccc(Br)cc2)n[nH]1	4%	-0.8%	28%
17	Cc1cc(NC(=O)CCC(=O)N(Cc2ccco2)C(C(=O)NC2CCCC2)c2ccccc2F)no1 (stereo not given)	7%	-0.9%	-1%
18	COc1cc(CCC(=O)NNC(=O)c2ccc(Cl)cc2)cc(OC)c1OC	-1%	-0.4%	-3%
19	O=C(C(=O)N1CCN(c2ccc(F)cc2)CC1)c1cn(CC(=O)N2CCOCC2)c2ccccc12	-7%	-0.5%	1%
20	CCCN1CCN(CCCNC(=O)c2ccc3c(=O)n(CCc4ccccc4)c(=O)[nH]c3c2)CC1	1%	-0.5%	3%

Other results follow.
no.	smiles	PhoP inhibition	West Nile virus CPE	Siah-1 displacement
21	Nc1c(N(Cc2ccccc2)C(=O)COc2ccc(F)cc2)c(=O)[nH]c(=O)n1Cc1ccccc1	-3%	0.1%	-1%
22	O=C(NC12CC3CC(CC(C3)C1)C2)c1cc(F)c(F)c(F)c1F	11%	-1.0%	-4%
23	CC(C)(CO)Nc1ncnc2onc(-c3ccc(F)cc3)c12	-6%	-1.0%	1%
24	COc1cc(/C=C2\C(=N)N3N=C(C(C)C)SC3=NC2=O)ccc1OCCOc1ccc(NC(C)=O)cc1	-2%	-0.5%	9%
25	COc1ccccc1NC(=O)C1CC(O)CN1C(=O)Oc1ccccc1 (stereo not given)	4%	0.2%	-3%
26	CN(C)S(=O)(=O)c1ccc(NC(=O)CCNC(=O)c2ccco2)cc1	14%	-0.2%	-2%
27	CSc1ccccc1NC(=O)C1=COCCO1	0%	0.3%	6%
28	Cc1cc(C)c(C#N)c(Nc2cccc(Br)c2)n1	7%	-1.4%	8%
29	O=C(CCC(=O)N(CC(=O)NC1CCCC1)Cc1ccc(F)cc1)Nc1nccs1	-3%	-0.6%	8%
30	O=C(NCCN1CCOCC1)c1cc(-c2cccs2)nc2ccccc12	3%	0.4%	0%
31	CC(C)(C)N(Cc1nc(-c2ccccc2)no1)C(=O)c1ccc2c(c1)OCO2	-2%	-0.6%	4%
32	Cn1c(C(=O)c2ccccc2)nc2ccccc21	-7%	-0.1%	3%
33	COC(=O)c1ccc(COc2ccc(C(=O)c3ccccc3)cc2)o1	-5%	-0.4%	-2%
34	Cc1ccccc1S(=O)Cc1ccc(C(=O)NCCN2CCOCC2)o1 (stereo not given)	2%	0.2%	4%
35	CCOC(=O)CSc1nc2c(c(=O)[nH]1)C(C)(CC)Cc1ccccc1-2 (stereo not given)	-1%	2.9%	-1%
36	CN(CC(=O)Nc1ccccc1C(F)(F)F)C(=O)CC1OC(=O)c2ccccc21 (stereo not given)	3%	0.3%	-1%
37	CN1CCC(NCCC(c2ccc(F)cc2)c2ccc(Cl)cc2)CC1 (stereo not given)	-1%	-1.2%	6%
38	CCN1CCN(C(=O)c2ccc(COc3cccc(Cl)c3)o2)CC1	8%	-1.0%	1%
39	COC(=O)Cc1ccc(NC(=O)c2ccc3c(c2)C(=O)N(CC2CCCO2)C3=O)cc1 (stereo not given)	-2%	-0.2%	-1%
40	COc1cc2c(cc1OC)C(C)N(C(=O)Nc1ccccc1)CC2 (stereo not given)	-5%	2.4%	4%

Other results.
no.	smiles	PhoP inhibition	West Nile virus CPE	Siah-1 displacement
41	CCCOc1cccc(C2C(C(=O)c3cccs3)=C(O)C(=O)N2CCN2CCOCC2)c1 (stereo not given)	0%	0.4%	0%
42	Clc1nc(NC2CCCC2)nc(N2CCOCC2)n1	-1%	-0.2%	2%
43	CC(NC(=O)CCCCCNC(=O)N1CCn2c1nc1ccccc12)c1ccccc1 (stereo not given)	-1%	-0.1%	1%
44	O=S(=O)(Cc1ccccc1)N1CCN(c2ncccn2)CC1	1%	0.4%	2%
45	Cc1nn(CC(=O)N2CCCC2)c(=O)c2nn(-c3ccccc3)c(C)c12	-6%	-0.2%	7%
46	CCC1CN(C(=O)N2CCC(C(=O)Nc3ccccc3F)CC2)c2ccccc2O1 (stereo not given)	4%	-0.7%	3%
47	Cc1c(CCC(=O)NCCCCCC(=O)O)c(=O)oc2cc3occ(-c4ccccc4)c3cc12	-5%	0.3%	-2%
48	Cc1nc(N)sc1-c1csc(Nc2cccc(C(=O)O)c2)n1	1%	-0.1%	20%
49	CCOC(=O)CCSc1nc(N2CCOCC2)c2c(c1C#N)CC(C)(C)OC2	-4%	-0.2%	14%
50	COc1ccc(S(N)(=O)=O)cc1C(=O)NC1CCCc2ccccc21 (stereo not given)	-5%	0.1%	2%
51	Cc1cccc(NS(=O)(=O)c2ccc(C(=O)NCC(c3ccco3)N(C)C)cc2)c1C (stereo not given)	1%	-0.7%	-3%
52	COc1cccc(-c2nnc(NC(=O)c3ccco3)s2)c1	-8%	0.3%	15%
53	CC(=O)N1CCN(c2ccc(NC(=O)c3cccc(Cl)c3)cc2)CC1	5%	-1.4%	-4%
54	CCCCCN(C(=O)CCC(=O)OCC(=O)N1CCCCC1)c1c(N)n(CCCC)c(=O)[nH]c1=O	6%	-0.1%	3%
55	COc1ccccc1NC(=O)CSC1=NC(=O)C(Cc2ccccc2)C(=O)N1 (stereo not given)	7%	0.0%	12%
56	CC(C)(C)C1CCC(=O)N(CCC#N)CC1 (stereo not given)	-12%	-0.5%	-1%
57	CCc1ccc(CN2CCCC(CNC(=O)c3cc(OC)cc(OC)c3)C2)cc1 (stereo not given)	-3%	0.8%	2%
58	COc1ccccc1CC(=O)Nc1ncc(C)s1	1%	-0.5%	2%
59	O=C(CSc1nc2scc(-c3ccccc3)c2c(=O)[nH]1)N1CCOCC1	-8%	-0.5%	2%
60	N#Cc1cccc(C(=O)Nc2cccc(S(=O)(=O)N3CCCC3)c2)c1	2%	0.2%	0%

(next part)
no.	smiles	PhoP inhibition	West Nile virus CPE	Siah-1 displacement
61	Cc1cc(NC(=O)c2cccs2)cc(-c2nc3ncccc3o2)c1O	-3%	-0.5%	-3%
62	COc1ccc(-c2nc(CS(=O)CC(=O)NCc3ccc(Cl)cc3)c(C)o2)cc1OC (stereo not given)	2%	-0.1%	0%
63	CCCN1CCN(C(=O)c2cc(COc3ccc(F)cc3F)on2)CC1	2%	-1.1%	-8%
64	Cc1ccc(C)c(OCc2cc(C(=O)N3CCN(c4ccccc4)CC3)no2)c1	-2%	-0.7%	-3%
65	CC(C)c1nc(SCC(=O)Nc2nccs2)c2ccccc2n1	0%	-0.6%	20%
66	CCCC(C(=O)NCCC(C)C)N(Cc1ccc(F)cc1)C(=O)c1snc(C(N)=O)c1N (stereo not given)	-3%	-1.3%	9%
67	COc1ccc(CN2CCN(Cc3ccco3)CC2)cc1	-3%	0.0%	13%
68	CCc1nnc(NC(=O)c2cc(Cl)ccn2)s1	0%	-0.6%	-3%
69	COc1ccccc1NC(=O)Cc1nnc(SCC(=O)Nc2ccc(F)cc2F)n1C	-6%	-0.8%	5%
70	Cc1c(C)c2ccc(O[C@@H]3O[C@H](CO)[C@H](O)[C@H](O)[C@H]3O)cc2oc1=O	-1%	0.1%	1%
71	CCOC(=O)c1sc(NC(=O)CSc2nc3cccnc3n2C)nc1C	-5%	-0.2%	12%
72	Cc1cc(=O)oc2cc(NC(=O)c3cccc(S(=O)(=O)N(C)C)c3)ccc12	2%	-0.4%	5%
73	COc1ccc(C(=O)c2c(N)sc3c2CCN(C)C3)cc1	-11%	0.3%	-2%
74	COCCc1ncc(CN2CCC(C(=O)Nc3cccc(-c4cscn4)c3)CC2)cn1	1%	-1.0%	1%
75	COCc1c(C(=O)N/N=C(/C)c2cccs2)nnn1-c1nonc1N	5%	0.7%	4%
76	COc1ccc(Cl)c2sc(N(Cc3cccnc3)C(C)=O)nc12	-9%	0.0%	5%
77	CCOC(=O)N1CCC(NC(=O)CC2C(=O)NCCN2Cc2ccc(C)cc2)CC1 (stereo not given)	-8%	0.0%	9%
78	COc1ccc(Cl)cc1NC(=O)NNC(=O)c1ccccn1	-5%	-1.1%	-3%
79	COc1ccc(OCCC(=O)Nc2ccccc2)cc1	0%	0.0%	3%
80	CCC1CN(C(=O)NCc2ccc(C)cc2)c2cc(C)ccc2O1 (stereo not given)	-3%	-1.5%	-1%

Pulled by compound from above (six):
no.	smiles	PhoP inhibition	West Nile virus CPE	Siah-1 displacement
70	Cc1c(C)c2ccc(O[C@@H]3O[C@H](CO)[C@H](O)[C@H](O)[C@H]3O)cc2oc1=O	-1%	0.1%	1%
77	CCOC(=O)N1CCC(NC(=O)CC2C(=O)NCCN2Cc2ccc(C)cc2)CC1 (stereo not given)	-8%	0.0%	9%
72	Cc1cc(=O)oc2cc(NC(=O)c3cccc(S(=O)(=O)N(C)C)c3)ccc12	2%	-0.4%	5%
80	CCC1CN(C(=O)NCc2ccc(C)cc2)c2cc(C)ccc2O1 (stereo not given)	-3%	-1.5%	-1%
79	COc1ccc(OCCC(=O)Nc2ccccc2)cc1	0%	0.0%	3%
63	CCCN1CCN(C(=O)c2cc(COc3ccc(F)cc3F)on2)CC1	2%	-1.1%	-8%

The list continues:
no.	smiles	PhoP inhibition	West Nile virus CPE	Siah-1 displacement
81	CCn1ccnc1CNC(=O)c1ccc2oc(C(C)C)nc2c1	0%	-0.5%	1%
82	O=C(N/C(=C\c1ccc([N+](=O)[O-])cc1)C(=O)N1CCOCC1)c1ccco1	0%	-0.9%	4%
83	COCCNC(=O)C1CCN(C(=O)C2CC(=O)N(c3ccc(C)cc3)C2)CC1 (stereo not given)	-8%	-0.1%	2%
84	CCC(C)Sc1nc2c(cnn2-c2ccc(F)cc2)c(=O)[nH]1 (stereo not given)	3%	-0.3%	2%
85	COc1ccc(Cn2nc(C(=O)O)c3ccccc3c2=O)cc1F	1%	-0.5%	4%
86	O=C(c1ccc(-n2cccn2)cc1)N1CCN(c2ncccc2C(F)(F)F)CC1	-4%	-0.8%	-1%
87	C/C(=N\NC(=O)c1cccc(F)c1)c1ccc(NC(=O)Cc2ccccc2)cc1	-3%	-0.9%	9%
88	CCC(OC(=O)c1ccco1)C(=O)NCc1ccc(OC)cc1 (stereo not given)	1%	0.1%	-1%
89	CCN(CC)CCCCCC(=O)Nc1ccccc1C(=O)Nc1ccccc1	13%	-1.0%	4%
90	CCOc1ccc(N2CC(C(=O)NCc3ccccn3)CC2=O)cc1 (stereo not given)	9%	0.4%	6%
91	CCn1cc(C(=O)NCCC(=O)OC)c(=O)c2cc3c(cc21)OCO3	-2%	-0.5%	16%
